GlmU inhibition = inhibition of mycobacterial GlmU enzyme – biochemical, glucosamine-1-phosphate acetyltransferase (AID 1376); Bifunctional protein GlmU (Mycobacterium tuberculosis (strain ATCC 25618 / H37Rv)); inhibition, %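 (tested at 30 µM in the primary screen)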, or IC50 in µM where a hit was titrated; 220,000 compounds, 0.25% hits; M. tuberculosis GlmU acetyltransferase enzyme assay; higher % means a stronger effect; in the data active = inhibition above about 13%;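 also: 0% = complete reaction with vehicle and 100% = reaction without substrate; strong numbers were not always called active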
Mtb RmlCD inh = M. tuberculosis RmlC/RmlD coupled enzyme inhibitors, primary screen, biochemical, compound mixtures, 384-well, from 1536-well plates. RmlC+RmlD coupled enzyme assay, percent inhibition; primary screen in compound mixtures. inhibition, % at 3.6 µM. 160,000 compounds, 0.03% hits. AID 1533, 2009; in the data active = inhibition mostly above about 34%, no sharp cut-off; also: some results filed as inactive read as strong as hits
Target sequence (P9WH09 whole entry, looked up): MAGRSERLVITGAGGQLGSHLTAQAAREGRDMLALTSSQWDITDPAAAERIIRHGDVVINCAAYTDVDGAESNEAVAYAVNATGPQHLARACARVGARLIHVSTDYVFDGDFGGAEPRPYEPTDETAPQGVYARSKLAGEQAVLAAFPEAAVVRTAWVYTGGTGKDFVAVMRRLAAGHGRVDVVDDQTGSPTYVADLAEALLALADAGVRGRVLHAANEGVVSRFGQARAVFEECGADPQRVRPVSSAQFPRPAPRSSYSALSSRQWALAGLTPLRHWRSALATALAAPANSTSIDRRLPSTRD
Target sequence (P9WH11 whole entry, looked up): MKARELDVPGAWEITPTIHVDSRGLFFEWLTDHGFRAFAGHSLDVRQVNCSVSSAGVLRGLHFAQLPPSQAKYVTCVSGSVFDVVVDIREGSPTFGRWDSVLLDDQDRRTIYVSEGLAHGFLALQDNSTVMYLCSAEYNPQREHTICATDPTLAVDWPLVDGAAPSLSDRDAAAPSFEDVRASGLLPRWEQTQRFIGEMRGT
Starred values were filed as active, the others as inactive; nt = not tested or not shown. Not all compounds are listed; the hit share may differ from the screen's.

Start of the data: the first 4 compounds, to show the layout:
SMILES | GlmU inhibition | Mtb RmlCD inh
CCc1c(C)nc2c(C#N)c[nH]n2c1=O | 6.1% | -7.7
Cc1cccc2c(C(=O)O)c3c(nc12)CCCCC3 | -8.0% | nt
COc1ccc2sc3ccccc3c(=O)c2c1OC | nt | 4.5
Cc1cccc(C)c1OCCCCc1c(C)n[nH]c1C | 1.8% | -3.3

The listing, repeating the preview:
SMILES | GlmU inhibition | Mtb RmlCD inh
CCc1c(C)nc2c(C#N)c[nH]n2c1=O | 6.1% | -7.7
Cc1cccc2c(C(=O)O)c3c(nc12)CCCCC3 | -8.0% | nt
COc1ccc2sc3ccccc3c(=O)c2c1OC | nt | 4.5
Cc1cccc(C)c1OCCCCc1c(C)n[nH]c1C | 1.8% | -3.3
Cc1cccc(CC2CC(=O)N(c3ccccc3)C2=O)c1 (stereo unspecified) | -7.1% | nt
O=Cc1cccn1-c1sc2c(c1C(=O)O)CCCC2 | 4.6% | -9.4
COc1cccc(-c2cc(=O)c3cc(NC(=O)c4ccccc4)ccc3[nH]2)c1 | 1.4% | nt
CN(C)S(=O)(=O)N1CCC(c2ccc(F)cc2)C(COc2ccc3c(c2)OCO3)C1 (stereo unspecified) | 8.1% | nt
O=C(c1ccccc1F)c1cn(CC(=O)N2CCCCC2)c2ccccc12 | -3.9% | nt
CN1CCN(C(=O)CSc2cc(=O)n(C)c3ccccc23)CC1 | -2.0% | -4.0
CCC(C)n1c(=O)c(C(=O)Nc2ccccc2S(N)(=O)=O)c(O)c2ccccc21 (stereo unspecified) | 4.4% | -8.6
COc1ccc(C(=O)N=c2sc3c(C)ccc(OC)c3n2C)cc1OC | 2.5% | -7.1
Cn1nc(C(C)(C)C)c([N+](=O)[O-])c1C(=O)Nc1ccc(Br)cc1 | 4.7% | 3.1
CCc1nc2ccccc2n1CC(O)COc1ccc(NC(C)=O)cc1 (stereo unspecified) | 2.8% | nt
O=C(Nc1ccn(Cc2ccc(Cl)cc2)n1)c1ccccc1 | -3.1% | -8.1
CCCOc1ccc(-c2c(=O)n(OCc3ccc([N+](=O)[O-])cc3)c3ccccc3[n+]2[O-])cc1 | 0.2% | -8.9
CC(CN1CCOCC1)OC(=O)c1cccc(Br)c1 (stereo unspecified) | 3.5% | nt
Cc1nc2ccc(S(=O)(=O)NC(C(=O)NCc3ccc4c(c3)OCO4)C(C)C)cc2s1 (stereo unspecified) | 2.6% | -0.2
COc1ccc(CNC(=O)COC(=O)CCCOc2ccc(Cl)cc2Cl)cc1OC | -0.3% | 14.1
COc1ccccc1NC(=O)/C=C/c1cc([N+](=O)[O-])ccc1OC(F)F | -0.8% | nt
NC(N)=Nc1nc(C2COc3ccccc3O2)cs1 (stereo unspecified) | 0.4% | 14.7
CCCC1(C(=O)OC)NC(c2cccc(F)c2)C2C(=O)N(CC)C(=O)C21 (stereo unspecified) | 3.2% | nt
O=C(COC(=O)/C=C/c1ccc(Br)o1)Nc1ccccc1F | -1.0% | 3.6
C/C(=C/Cc1c(O)cc2oc(C)cc(=O)c2c1O)COC1OC(CO)C(O)C(O)C1O (stereo unspecified) | 1.2% | nt
O=C(NC(=S)Nc1nc(-c2ccc(Cl)cc2)cs1)c1cccs1 | 4.5% | 4.5
O=c1[nH]c(CN2CCCCC2)nc2c1C1(CCCCC1)Cc1ccccc1-2 | -5.9% | 8.7
COc1ccc(CN2CCN(C(=O)c3ccco3)CC2)cc1OCc1ccccc1 | -0.9% | nt
O=C(COc1ccc(S(=O)(=O)NC2CCCCC2)cc1)NCc1cccnc1 | -4.2% | 5.7
Cc1ccc(S(=O)(=O)Nc2nc3ccccc3nc2Nc2cccc(S(=O)(=O)N3CCCC3)c2)cc1 | 5.8% | -16.0
O=C(CSc1nnc(CNc2ccc(F)cc2)o1)N1CCN(C(=O)c2ccco2)CC1 | 6.5% | nt
COCCn1c(N)c(Sc2ccc([N+](=O)[O-])cc2)c(=O)[nH]c1=O | 1.4% | nt
Cc1cccc(C(=O)NNC(=O)C2CCCO2)c1 (stereo unspecified) | 5.3% | -3.8
COC(=O)c1sccc1NC(=O)c1ccc(Cl)s1 | 4.2% | -3.3
CCn1c(=S)[nH]c2c(c1=O)C(C)(C)Cc1ccccc1-2 | 4.3% | nt
Cc1c(C(=O)NC2CCCc3ccccc32)oc2ccc(S(=O)(=O)N3CCCC3)cc12 (stereo unspecified) | -3.0% | nt
c1coc(-c2nnc(-c3cccs3)o2)c1 | 2.6% | 7.7
Cc1ccc(S(=O)(=O)NNC(=S)Nc2cccc(C)c2C)cc1 | 3.4% | 12.2
O=C(Nc1cccnc1)c1ccc(Cl)cc1[N+](=O)[O-] | -3.5% | -2.8
Cc1ccc(C(=O)Nc2cccc(C(F)(F)F)c2)cc1NC(=O)c1csc(-c2ccncc2)n1 | 0.3% | -9.0
O=C(NCc1ccccc1)NCC12CC3CC(CC(C3)C1)C2 | -7.7% | nt

Record cards (already shown). Values in the order: GlmU inhibition, Mtb RmlCD inh
`Cc1ccc(S(=O)(=O)Nc2nc3ccccc3nc2Nc2cccc(S(=O)(=O)N3CCCC3)c2)cc1` across the screens: 5.8%, -16.0
`O=C(COc1ccc(S(=O)(=O)NC2CCCCC2)cc1)NCc1cccnc1` across the screens: -4.2%, 5.7
`Cc1ccc(S(=O)(=O)NNC(=S)Nc2cccc(C)c2C)cc1` across the screens: 3.4%, 12.2
`CCn1c(=S)[nH]c2c(c1=O)C(C)(C)Cc1ccccc1-2` across the screens: 4.3%, nt

Back to the main list, repeating the 3 entries before the break.
SMILES | GlmU inhibition | Mtb RmlCD inh
O=C(Nc1cccnc1)c1ccc(Cl)cc1[N+](=O)[O-] | -3.5% | -2.8
Cc1ccc(C(=O)Nc2cccc(C(F)(F)F)c2)cc1NC(=O)c1csc(-c2ccncc2)n1 | 0.3% | -9.0
O=C(NCc1ccccc1)NCC12CC3CC(CC(C3)C1)C2 | -7.7% | nt
C=CCn1c(SCC#N)nc2sc(CC)cc2c1=O | 1.6% | nt
O=C(NC(c1ccccc1)c1ccccc1)C1CCCC1 | 5.3% | 14.4
Cc1csc(SCc2nnc(-c3ccc(Cl)cc3)o2)n1 | -2.2% | -3.9
Cc1ccc(S(=O)(=O)C(C#N)c2nc3ccccc3nc2N2CCCC2)cc1C (stereo unspecified) | 7.1% | -0.5
Cc1c(-c2ccccc2)oc2c(C(=O)N3CCN(c4ccccc4F)CC3)cccc2c1=O | 2.6% | nt
C/C(CCC(C)C)=N\Nc1cc(C)c2ccccc2n1 | 0.6% | 0.5
Cn1c(=O)c2c(ncn2CC(=O)N/N=C/c2cn[nH]c2-c2ccc(F)cc2)n(C)c1=O | 2.7% | 5.0
CCn1c(COc2ccc(C)cc2)nnc1SCC(=O)C(C)(C)C | -0.4% | nt
O=C(CSc1ccccc1)Nc1cccnc1 | 3.1% | -5.0
CC(C)(C)c1ccc(COn2ccnc2)cc1 | -3.9% | 3.2
CCNc1nc(Oc2ccc(C#N)cc2)cc(C(F)(F)F)n1 | -1.4% | -10.9
COCCSc1nc2c(c(=O)[nH]c(=O)n2C)n1CCC(C)C | -2.9% | 8.0
c1csc(C2Nc3cccc4cccc(c34)N2)c1 | -0.1% | -8.4
O=C(c1ccc(Cl)cc1)C1CCN(C(=O)NC2CCCCC2)CC1 | 1.2% | -1.4
CN(Cc1nc2ccccc2n1C)S(C)(=O)=O | -5.4% | -0.1
Cc1c(CC(C)C)nc(N)c(C#N)c1-c1ccccc1 | 0.9% | nt
O=C(COc1ncnc2ccccc12)c1ccc2c(c1)OCCO2 | 1.7% | 2.6
O=C(O)c1cccc(Nc2nc(N3CCOCC3)nc(N3CCOCC3)n2)c1 | -8.8% | 5.1
CCCCN1C(=O)NC(c2cccc([N+](=O)[O-])c2)C(C(=O)OCC)=C1C (stereo unspecified) | -0.7% | nt
CC(=O)c1c(C)[nH]c(C(=O)CSc2nc3ccccc3c(=O)n2CCCO)c1C | 2.8% | 5.4
CCN(CC)C(=O)c1ccc(NC(=O)COc2ccc([N+](=O)[O-])cc2Cl)cc1 | 2.4% | 98.0
O=C1/C(=N\S(=O)(=O)c2cccs2)C([n+]2cccc(Cc3ccccc3)c2)=C([O-])c2ccccc21 | -1.3% | -0.7
O=C1c2ccccc2-c2onc3ccc(NCc4ccco4)c1c23 | -0.5% | -3.4
COc1ccc(NC(=S)NCc2cccn2C)cc1 | 0.6% | -3.0
Cn1c(O)c(/C=C2\C=NN=C2c2ccccc2)sc1=S | -2.0% | 2.4
Cc1cc(C)nc(SCC(=O)Nc2ccc(S(=O)(=O)Nc3onc(C)c3C)cc2)n1 | 3.0% | 4.2
O=C(O)CCCn1cc(NC(=O)COc2cc(F)ccc2[N+](=O)[O-])cn1 | 3.4% | -11.3
CC(=O)Nc1ccc(S(=O)(=O)NNC(=O)c2sc(=S)n(C)c2C)cc1 | -9.6% | 8.9
Cc1cccn2c(=O)c3cc(C(=O)NCc4cccnc4)c(=N)n(C(C)C)c3nc12 | 1.4% | nt
COCCNC(=S)N/N=C/c1ccc([N+](=O)[O-])cc1 | -3.7% | -13.7
COCCCNC(=S)Nc1ccc(OC(F)F)cc1C | -0.3% | nt
CCOC(=O)NC(=O)CSc1nc2ccccc2[nH]1 | 4.2% | -5.5
COC(=O)c1c(NC(=O)CC2SC(N)=NC2=O)sc2c1CCCC2 (stereo unspecified) | -6.4% | 9.2
CCCCc1cc(=O)oc2cc(O)ccc12 | -2.1% | nt
Cc1nn(C(C)C(=O)NCCCc2ccccc2)c(=O)c2cc3occc3n12 (stereo unspecified) | 0.1% | 16.7
Cc1ccccc1-c1nnn(CC(=O)Nc2cccc(S(N)(=O)=O)c2)n1 | -4.6% | -15.2
O=C(COc1ccc(Br)cc1)N1CCN(C2CCCC2)CC1 | 8.9% | 25.0
CCOC(=O)c1c(C)n(C)c2ccc(OC(=O)c3ccc(N4C(=O)CCC4=O)cc3)cc12 | 0.3% | -12.1
CCN(CC)c1ccc(N2C(=O)/C(=C/c3cccs3)SC2=S)cc1 | -2.6% | 5.5
O=C(Cc1ccc(Cl)cc1)c1c[nH]c(C(=O)NCc2cccnc2)c1 | -4.2% | 5.7
O=C1c2ccccc2C(Nc2ccc(Cl)cn2)N1c1ccccn1 (stereo unspecified) | -4.2% | 3.7
CCOC(=O)c1ccc(NC(=O)NCc2ccccc2)cc1 | -2.7% | 7.8
CCc1ccc(NC(=O)C2CC(=O)N=C(N)S2)cc1 (stereo unspecified) | 5.3% | -12.3
N#CC1=C(N)C(C#N)(C#N)[C@H](c2ccncc2)[C@H]2CC3(CC=C12)OCCO3 | 2.1% | 34.0
Cc1ccc(Cn2nc(C)c(NC(=O)CSc3nc4c(c(C(F)(F)F)n3)CCc3ccccc3-4)c2C)cc1 | -0.3% | 23.9
Cn1cccc1/C=C1\SC(=S)N(NC(=O)c2ccccc2O)C1=O | 0.1% | 5.4
O=C(COC(=O)c1cc([N+](=O)[O-])ccc1NCc1ccccc1)NCc1ccccc1Cl | -8.5% | nt
COc1cc(NC(=O)c2ccc(C(C)(C)C)cc2)c(OC)cc1NC(=O)CN1CCCCC1 | -1.5% | -6.2
CC1CCc2c(sc3nc(CSc4ncn[nH]4)[nH]c(=O)c23)C1 (stereo unspecified) | 2.7% | 4.6
COc1ccc(C(=O)NC(=S)NNC(=O)c2cnccn2)cc1 | 3.4% | nt
CC(=O)c1ccc(OCC(C)C)c(CC(C(N)=O)C(N)=O)c1 | -1.4% | 73.6
COC(=O)c1cc(C(=O)Nc2cc(C)ccn2)cc([N+](=O)[O-])c1 | 0.0% | nt
COc1ccc(Cn2nnc3c(=O)[nH]c(C4CCCN(C(=O)c5ccccc5)C4)nc32)cc1 (stereo unspecified) | -1.3% | -7.5
CC(=O)NC(Cc1ccc(F)cc1)C(=O)O (stereo unspecified) | -4.1% | -10.8
COc1cc(-c2nc3n(n2)C(c2ccc(F)cc2)C2=C(CCCC2=O)N3)cc(OC)c1OC (stereo unspecified) | 2.8% | 7.0
N=c1occ(C(=O)c2cc(F)ccc2O)cc1C(=O)NC1CCCCC1 | 2.8% | 16.1
Nc1cc(=O)[nH]c(SCC(=O)Nc2ccc(Br)cc2)n1 | 7.0% | 6.1
CCOC(=O)C1C(=O)CC(C)(O)C(C(=O)OCC)C1c1ccc2c(c1)OCO2 (stereo unspecified) | -3.8% | nt
CCOC(=O)c1nc2sc3c(c2c(=O)n1C(C)C(=O)OCC)CCCC3 (stereo unspecified) | 2.4% | 6.9
Cc1cc(C)c(S(=O)(=O)Cc2ccc(Cl)cc2)c(=O)[nH]1 | 7.5% | -10.0
(further entries)
SMILES | GlmU inhibition | Mtb RmlCD inh
Cc1ccc(C)c(N2CCN(Cc3nnnn3C3CCCCC3)CC2)c1 | -3.8% | 14.3
CCc1ccc(NC(=O)c2cc(-c3ccc(OC)cc3)on2)cc1 | -1.6% | -3.6
CC1=NN(C(=O)CSCc2ccccc2)C(O)(c2ccccc2)C1 (stereo unspecified) | -4.5% | 13.9
O=C(COC(=O)c1n[nH]c2ccccc12)Nc1ccc(S(=O)(=O)N2CCCC2)cc1 | 4.7% | nt
Cc1ccc(O/C=C2\OC(=O)c3ccccc32)cc1 | -3.4% | nt
Cc1ccc(NS(=O)(=O)c2ccc(N/N=C/c3ccccc3OCC(=O)O)c([N+](=O)[O-])c2)c(C)c1 | -2.4% | nt
CCc1ccc(NC(=O)CCS(=O)(=O)c2cccc3nsnc23)cc1 | 6.7% | nt
COc1ccc(-c2ccc(Nc3ccc(S(=O)(=O)N4CCCC4)cc3)nn2)cc1OC | 0.9% | 15.0
COc1cccc(C(=O)N2CCCC(CCC(=O)NCc3ccc(F)c(F)c3)C2)c1 (stereo unspecified) | -2.3% | -10.1

Assay outcomes from PubChem.
